Screens: PubChem, National Center for Advancing Translational Sciences (NCATS)
HADH2 inh: qHTS Assay for Inhibitors of HADH2 (Hydroxyacyl-Coenzyme A Dehydrogenase, Type II); 3-hydroxyacyl-CoA dehydrogenase type-2 (Homo sapiens), Q99714; recombinant HADH2, NADH fluorescence, beta-hydroxybutyryl-CoA; 3.4% of 73,000 active; Potency, µM (highest dose often 57.1 µM), without a hit: at the highest dose activity change, negative = inhibition, usual class: inhibitors; note: potency is the fitted concentration of half-maximal effect; % is set by controls: 0 for no effect and ±100 for the full control effect; nearly all actives have a fitted effect of over 60% in size; many of its hits are not listed in these tables
Target sequence (Q99714 whole entry, looked up, one chain of several): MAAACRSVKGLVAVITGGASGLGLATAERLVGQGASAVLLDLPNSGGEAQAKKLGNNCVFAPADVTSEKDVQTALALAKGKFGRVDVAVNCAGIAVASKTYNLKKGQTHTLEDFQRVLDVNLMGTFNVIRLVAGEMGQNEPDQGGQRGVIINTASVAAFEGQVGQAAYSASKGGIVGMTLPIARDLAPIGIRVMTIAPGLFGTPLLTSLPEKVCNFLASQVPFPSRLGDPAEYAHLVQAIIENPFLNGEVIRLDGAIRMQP
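NADH fluorescence (ex 360/em 450 nm) read every 30 s for 4 min; activity taken as last-minus-first time point difference. Enzyme 20 nM, NAD+ 1 mM, beta-hydroxybutyryl-CoA 90 uM, pH 9.0 Tris buffer.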
Rhodamine autofl: qHTS Assay for Spectroscopic Profiling in Rhodamine Spectral Region | Rhodamine-region fluorescence, 547/598 nm, Tris buffer; active compounds read high | 0.05% of 59,000 active | max dye-equivalent concentration, M; in the data active = max dye-equivalent concentration above about 11 nM; inconclusive = between about 1.1 nM and that limit
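qHTS spectral profiling of compounds without any target or enzyme present, in pH 8.0 Tris buffer; plates were read after a 15-minute room-temperature incubation using the rhodamine-region filter set.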
UbGFP stabilizer: Ubiquitin-GFP Assay; Ubiquitin-GFP reporter cells, proteasome inhibition, GFP fluorescence; response scale: untreated = 0%, 10 µM MG-132 = 100%; Potency, µM (titrated, usually from 45.9 µM), for inactives: at the top dose activation (GFP accumulation), actives largely listed as activators; 67,000 tested, under 10 active; AID 526, 2006; active = well fitted activation curve with a large enough effect, not every such curve was filed as active; inconclusive = small, poorly fitted or top-dose-only effect, or another doubt; inactive = no such curve, though single readings can be large or run the other way; note: potency is the fitted concentration of half-maximal effect
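Proteasome blockade was scored as a rise in GFP-expressing U2OS cells carrying a ubiquitin(G76V)-GFP construct, imaged after 4 hr compound treatment at 37 °C across a 46 uM–2.9 nM series.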
Fluorescein autfl: qHTS Assay for Spectroscopic Profiling in Fluorescein Spectral Region. 0.91% of 59,000 active. Compound autofluorescence, 480/540 nm, fluorescein-equivalent; active compounds read high. max fluorescein-equivalent concentration, M; in the data active = max fluorescein-equivalent concentration above about 10 nM; inconclusive = between about 1.1 nM and that limit
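Values reflect compound autofluorescence, normalized to fluorescein on the same plate and reported at each tested concentration. Conditions: 100 mM Tris pH 8.0, room temperature, 15 min, excitation 480 nm, emission 540 nm.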
Hsp90 Hop PPI: qHTS Assay for Disrupters of an Hsp90 Co-Chaperone Interaction; Hsp90 C-terminal peptide / TPR2A (Hop) interaction, human; AlphaScreen TPR2A-His6 binding biotin-Hsp90 C-terminal peptide; Potency, µM (titrated, usually from 57 µM), without a hit: top-dose activity change, negative = inhibition; 0.44% of 71,000 active; AID 595, 2007; active = well fitted curve in either direction with a large enough effect; inconclusive = small, poorly fitted or top-dose-only effect, or another doubt; note: potency is the fitted concentration of half-maximal effect; % is set by controls: 0 for no effect and ±100 for the full control effect; many of its hits are not listed in these tables
Pol III holo inh: qHTS Assay for Inhibitors of DNA Polymerase III Holoenzyme System | Potency, µM (top dose mostly 57.1 µM), inactives show top-dose activity change, negative = inhibition | reconstituted DNA polymerase III holoenzyme replication, biochemical | AID 603, 2007 | 0.25% of 71,000 active; note: potency is the fitted concentration of half-maximal effect; % is set by controls: 0 for no effect and ±100 for the full control effect
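Reconstituted *E. coli* holoenzyme (0.35 nM Pol III, 1 nM beta, 154 nM SSB, 2 nM primase) was preincubated with compound for 15 min at RT. Synthesis on 1.4 nM ssM13Gori ran 35 min, then was stopped with PicoGreen/EDTA and read as dsDNA fluorescence.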
TexasRed autofl: qHTS Assay for Spectroscopic Profiling in Texas Red Spectral Region; Compound fluorescence, Texas Red channel, 547/618 nm; active compounds read high; max dye-equivalent concentration, M; 0.06% of 59,000 active; AID 587, 2007; in the data active = max dye-equivalent concentration above about 10 nM; inconclusive = between about 1.1 nM and that limit
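Spectral interference profiling: each compound concentration's relative fluorescence, read with a 547 nm excitation and 618 nm emission filter pair, was normalized to a per-plate Texas Red standard curve.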
ALOX15 inhib: qHTS Assay for Inhibitors of 15-hLO (15-human lipoxygenase). Polyunsaturated fatty acid lipoxygenase ALOX15 (Homo sapiens), P16050. purified 15hLO-1, xylenol orange hydroperoxide absorbance. Potency, µM (highest dose often 57.1 µM), without a hit: at the top dose activity change, negative = inhibition, most hits filed as inhibitors. 1.4% of 74,000 active; note: potency is the fitted concentration of half-maximal effect; % is set by controls: 0 for no effect and ±100 for the full control effect; nearly all actives have a fitted effect of over 55% in size
Target sequence (P16050 whole entry, looked up): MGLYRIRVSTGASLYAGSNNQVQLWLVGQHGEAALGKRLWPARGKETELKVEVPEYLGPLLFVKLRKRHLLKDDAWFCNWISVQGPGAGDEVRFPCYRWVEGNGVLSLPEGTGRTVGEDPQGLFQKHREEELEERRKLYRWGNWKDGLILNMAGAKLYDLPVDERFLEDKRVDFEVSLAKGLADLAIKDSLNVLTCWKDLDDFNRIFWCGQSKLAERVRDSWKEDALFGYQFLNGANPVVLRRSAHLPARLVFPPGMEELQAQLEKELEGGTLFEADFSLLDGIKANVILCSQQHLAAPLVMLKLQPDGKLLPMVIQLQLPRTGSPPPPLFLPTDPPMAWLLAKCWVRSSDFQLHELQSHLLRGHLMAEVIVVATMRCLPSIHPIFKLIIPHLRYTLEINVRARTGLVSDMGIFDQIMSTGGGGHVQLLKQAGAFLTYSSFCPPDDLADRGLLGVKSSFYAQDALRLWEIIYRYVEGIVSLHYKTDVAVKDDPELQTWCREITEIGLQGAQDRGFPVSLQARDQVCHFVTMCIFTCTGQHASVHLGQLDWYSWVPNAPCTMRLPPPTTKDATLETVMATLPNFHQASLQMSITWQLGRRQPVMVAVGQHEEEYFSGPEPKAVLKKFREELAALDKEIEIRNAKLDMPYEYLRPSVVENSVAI
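Compounds were preincubated 15 min at room temperature with 40 nM purified human enzyme (25 mM Hepes pH 7.5, 0.01% Triton X-100); 50 uM arachidonic acid reacted 6 min. Fe-xylenol orange detection, 30 min, absorbance ratio 573/405 nm.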
Epigenetic mod: qHTS Assay for Epigenetic Modulators. Potency, µM (highest dose often 46.1 µM), without a hit: at the highest dose GFP derepression (activation). 0.09% of 68,000 active. mouse C127i GFP locus derepression, cytometry, 30 h; note: % of control where 0% means no effect
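Derepression screen: silenced CMV-GFP reporter in murine C127i cells, 30 h compound incubation at 37 C, washed cells imaged by laser-scanning cytometer to enumerate GFP-expressing objects of 20 to 120 um.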
4-MU autofl: qHTS Assay for Spectroscopic Profiling in 4-MU Spectral Region | compound autofluorescence, 340/450 nm, 4-MU equivalents; active compounds read high | max dye-equivalent concentration, M | 11% of 59,000 active | AID 589, 2007; in the data active = max dye-equivalent concentration above about 10 nM; inconclusive = mostly about 1.1 nM to 9.6 nM
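Intrinsic fluorescence at 340/450 nm (ex/em) was read after 15 min at room temperature in pH 8.0, 100 mM Tris. Each compound concentration expressed as 4-MU-equivalent concentration from a six-point 4-MU standard series on each plate.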
HBB splicing: qHTS Assay for Modulators of Hemoglobin Beta Chain Splicing; HBB splicing reporter cell assay, activation; EGFP reporter with mutant IVS2-654 intron; response scale: normalised to 500 nM splice-correcting PNA; Potency, µM (titrated, usually from 46.1 µM), inactives show at the highest dose activation, actives largely listed as activators; 0.06% of 65,000 active; note: potency is the fitted concentration of half-maximal effect; 0% is about no effect
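HeLa cells stably expressing EGFP interrupted by mutant beta-globin intron 2 (IVS2-654), 500/well in 2% FCS. Treated with compound for 2 days at 37C. Splicing correction scored as total well GFP intensity (488 nm excitation, 500-520 nm emission); 500 nM antisense PNA served as control.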
Starred values were filed as active, the others as inactive; i = inactive; ? = inconclusive; . = not tested or not shown; [ ] = dose if it differs, or a comment. Unless noted, calls come from the whole dose curve; as a rule, active = well fitted curve in the direction sought with a large enough effect; inconclusive = small, poorly fitted or top-dose-only effect, or another doubt; inactive = no such curve, though single readings can be large; an effect the other way counts as inactive or inconclusive. These rows are one share of the data; rates above refer to the full screens.

SMILES	HADH2 inh	Rhodamine autofl	UbGFP stabilizer	Fluorescein autfl	Hsp90 Hop PPI	Pol III holo inh	TexasRed autofl	ALOX15 inhib	Epigenetic mod	4-MU autofl	HBB splicing
COc1ccc(-c2csc(N(CC3CCCO3)C(=O)c3cccs3)n2)cc1 (stereo unspecified)	-12%	i	1%	i	21%	1%	i	1%	-2%	i	.
CC(=O)N1CCC2(CC1)CN(C(c1ccccc1)c1ccccc1)C2	-1%	i	-7%	i	4%	-4%	i	-13%	0%[9.22 µM]	i	2.1%
O=c1ccn(Cc2ccccc2Cl)cc1	1%	i	-4%	i	1%	-4%	i	-4%	-4%	i	0.6%
O=C(c1ccncc1)N1CCC2(CC1)CCN(C(c1ccccc1)c1ccccc1)CC2	0%	i	-3%	i	-4%	-7%	i	-14%	0%[9.22 µM]	i	2.8%
Cc1ccc(-c2nnc3sc(-c4ccc5c(c4)OCCO5)nn23)cc1	5%	i	15%	i	-2%	0%	i	1%	5%	i	-1.5%
Cn1c(SCC(=O)NCc2cccs2)nnc1-c1cccs1	-1%	i	-4%	?	-2%	3%	i	-1%	-3%	i	-0.2%
COc1ccc(NC(=O)c2ccc(OC)cc2)cc1	10%	.	-5%	.	-10%	-2%	.	?	2%	.	-2.1%
Cc1ccn2cc(-c3ccc(S(=O)(=O)N4CCOCC4)cc3)nc2c1	4µM*	.	7%	.	?	0%	.	-4%	2%	.	1.2%
CN(C(=O)c1cccc(C#N)c1)c1nnc(-c2cnccn2)s1	6%	i	6%	i	0%	1%	i	6%	-3%	i	.
CCOc1ccccc1N(CC)C(=O)Cn1ncc2c(=O)oc3ccccc3c21	7%	.	6%	.	-2%[2.3 µM]	-18%	.	-3%	.	.	-0.4%
O=S(=O)(NCc1ccccn1)c1cccc2nsnc12	-10%	i	-2%	i	0%	0%	i	20%	0%	i	0.3%
C[n+]1ccccc1/C=N\O	-8%[25.6 µM]	i	0%[20.5 µM]	?	-4%[26 µM]	-5%[25.6 µM]	i	-2%[25.6 µM]	2%[20.6 µM]	i	2.1%[20.6 µM]
O=C(CSc1nn(-c2ccccc2)c(=S)s1)Nn1cnnc1	3%	i	1%	i	-4%	-5%	?	5%	0%	i	-0.4%
CCc1nnc(NC(=O)c2cc3c(s2)CCCCC3)s1	-2%	i	-18%	?	-1%	-5%	i	4%	1%	i	-1.9%
Cc1nn(Cc2ccccc2)c(C)c1NC(=O)c1cc(-c2cccs2)on1	-10%	i	-2%	i	-3%	9%	i	-7%	3%	i	-0.4%
CCC(COC(=O)Nc1cccc(C)c1)NC(=O)OCC(C)C (stereo unspecified)	2%	i	-11%	?	1%	-7%	i	?	2%	i	-3.7%
CC(=O)Nc1ccc2nc(C3CCCCC3)[nH]c2c1	0%	i	-3%	i	5%	-6%	i	2%	1%	i	-2.2%
N#Cc1nc(Cc2cccc3ccccc23)oc1N1CCC(C(N)=O)CC1	7%	i	1%	i	-5%	-1%	i	2%	3%	i	-0.8%
CCOc1ccc(-c2nc(CSCC(=O)NCc3ccco3)c(C)o2)cc1	-13%	i	-9%	?	-6%	2%	i	4%	3%	i	0.2%
O=C(Nc1cccnc1)c1cccc(S(=O)(=O)N2CCOCC2)c1	4%	i	0%	i	-2%	4%	i	4%	0%	i	-0.5%
N#CC1=C(SCC(=O)NCc2ccccc2)NC(=O)CC1c1ccco1 (stereo unspecified)	3%	i	-3%	?	-3%	-1%	i	-1%	0%	?	-0.4%
CS(=O)(=O)Nc1cccc(-c2ccc3ncnc(NCc4cccs4)c3c2)c1	9%	i	-2%	?	-6%	-3%	i	-4%	2%[9.22 µM]	i	-2.0%
CC1CCCN(CCCNC(=O)C2CC(=O)N(c3ccc(F)c(Cl)c3)C2)C1 (stereo unspecified)	5%	i	6%	i	-3%	-6%	i	-4%	0%	i	1.0%
Nc1cccc2nsnc12	?	i	0%[9.17 µM]	?	-4%[11 µM]	-14%[11.4 µM]	i	.	?	i	0.4%[9.22 µM]
Cc1cc(C)cc(C(=O)N(C)[C@H](Cc2ccc(-c3ccccc3)cc2)C(=O)N[C@@H](Cc2c[nH]c3ccccc23)C(=O)O)c1	0%	.	1%	.	-13%	-2%	.	-6%[25.6 µM]	0%	.	.
(next part)
SMILES	HADH2 inh	Rhodamine autofl	UbGFP stabilizer	Fluorescein autfl	Hsp90 Hop PPI	Pol III holo inh	TexasRed autofl	ALOX15 inhib	Epigenetic mod	4-MU autofl	HBB splicing
Cc1ccc(O)c(C(=O)CC(=O)c2cccc(F)c2)c1	5%[11.4 µM]	.	-2%[9.17 µM]	.	-26%[11 µM]	1%[11.4 µM]	.	-17%[11.4 µM]	-2%	.	-0.6%[0.0738 µM]
CCOC(=O)c1sc(NC(=O)CSc2nncs2)c(C(=O)OCC)c1C	11%	i	7%	?	0%	0%	i	6%	0%	i	-3.2%
Cc1cc(NC(=O)c2ccco2)ncc1NC(=O)Cc1ccccc1	2%	i	3%	i	-3%	1%	i	7%	-1%	i	0.2%[57.5 µM]
N#Cc1c(NC(=O)CSc2ncn(-c3ccccc3)n2)sc2c1CCCC2	4%	i	5%	i	-7%	-1%	?	4%	3%	i	-2.0%
Cn1c(=O)c2c(nc(SCC(=O)N3c4ccccc4CCc4ccccc43)n2C)n(C)c1=O	27%	i	3%	i	3%	0%	i	13%	0%	i	.
CCCCOC(=O)Nc1nnc(CCOCC)s1	17%	i	6%	i	3%	0%	i	-12%	6%	?	-1.6%
Cc1cc(C)n(-c2nc(C)nc(NCc3ccccc3)n2)n1	4%	.	-3%	.	-2%	-5%	.	22%	0%	.	-1.4%
C[N+](C)(C)[C@H](Cc1c[nH]c(=S)[nH]1)C(=O)O	2%[11.4 µM]	i	-8%[9.17 µM]	i	0%[11 µM]	-9%[11.4 µM]	?	16%[11.4 µM]	-2%[9.22 µM]	i	0.3%[9.22 µM]
Cc1cccn2cc(CNc3ccccc3)nc12	9%	i	-7%	i	-5%	-4%	i	2%	2%	i	0.9%
CN1C(=O)CSc2ccc(NC(=O)NCCC3=CCCCC3)cc21	-10%	i	9%	?	-5%	-1%	i	?	0%	i	1.3%
Cc1ccc(-n2c(-c3ccncc3)nnc2-c2cccs2)cc1	-8%	i	-3%	i	-2%	-4%	i	-3%	1%	i	3.1%
COC(=O)c1ccccc1NC(=O)c1ccccc1N(C)S(C)(=O)=O	-4%	i	3%	?	2%	-6%	?	3%	-1%	i	-0.4%
COc1cc(C)nc(N(Cc2ccccc2)S(=O)(=O)c2ccccc2)n1	2%	i	4%	i	13%	6%	?	-6%	2%	i	0.3%
O=C(O)CC1Sc2ccccc2NC1=O (stereo unspecified)	?	.	-15%	.	0%	4%	.	1%	0%	.	1.2%
CCC(=O)Nc1ccc(N2CCN(Cc3ccccc3)CC2)cc1	-12%	i	-3%	i	-2%	-1%	i	7%	0%	i	.
Cc1ccc(NC(=O)COC(=O)CCc2c[nH]c(=O)[nH]2)cc1	-27%	i	3%	?	-9%	-6%	i	10%	3%	i	1.5%
CC(=O)Nc1ccc(C(=O)CSc2nnc(Cn3nnc4ccccc43)n2C)cc1	-13%	i	-1%	i	-6%	-9%	i	2%	0%	i	.
NC(=O)N[C@H]1NC(=O)NC1=O	-14%[25.6 µM]	i	-7%[20.5 µM]	i	2%[26 µM]	0%[25.6 µM]	?	13%[25.6 µM]	9%[20.6 µM]	?	1.0%[20.6 µM]
CC(C)(C)NC(=O)c1ccc2nccnc2c1	4%	i	1%	i	-2%	-8%	i	4%	2%	i	.
O=C(CN1C(=O)COc2ccccc21)Nc1ccc(F)cc1	-10%	.	1%	.	-6%[2.3 µM]	-8%	.	-53%	.	.	-0.5%
O=C(NCc1ccco1)c1ccc(=O)oc1	.	i	.	i	.	.	i	.	2%[20.6 µM]	?	.
CC(=C/C=C/C(C)=C/C=C/C=C(C)/C=C/C=C(C)/C=C/C(=O)O)/C=C/C(=O)O	3%	.	.	.	-1%	-14%	.	5%	.	.	-1.2%

HADH2 inh, entries above that show a hit
Structure | HADH2 inh | Rhodamine autofl | UbGFP stabilizer | Hsp90 Hop PPI | Pol III holo inh | ALOX15 inhib | Epigenetic mod | 4-MU autofl
Cc1ccn2cc(-c3ccc(S(=O)(=O)N4CCOCC4)cc3)nc2c1 | 4µM* | . | 7% | ? | 0% | -4% | 2% | .
